Bioassay records from PubChem.
Hsp90 Hop PPI: changes Hsp90-Hop TPR2A binding signal, up or down; Potency, µM (doses to about 57 µM), for inactives: top-dose activity change, negative = inhibition; AlphaScreen TPR2A-His6 binding biotin-Hsp90 C-terminal peptide; 71,000 tested, 0.44% active; active = well fitted curve in either direction with a large enough effect; inconclusive = small, poorly fitted or top-dose-only effect, or another doubt; note: potency is the fitted concentration of half-maximal effect; % is set by controls: 0 for no effect and ±100 for the full control effect; many of its hits are not listed in these tables
4-MU autofl: compounds fluorescent in 4-MU spectral region. compound autofluorescence, 340/450 nm, 4-MU equivalents; stronger effect = higher value. max dye-equivalent concentration, M. 59,000 tested, 11% active; in the data active = max dye-equivalent concentration above about 10 nM; inconclusive = mostly about 1.1 nM to 9.6 nM
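Compounds in 100 mM Tris, pH 8.0, incubated 15 min at room temperature, then fluorescence read at 340 nm excitation/450 nm emission. Signal converted to 4-MU dye-equivalent concentration using an on-plate six-point 4-MU standard curve.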
CRE Fsk mod: modulators of forskolin-stimulated CRE signaling in CHO cells; Potency, µM (top dose mostly 38.2 µM), for the others: at the highest dose activity change, negative = inhibition, actives largely listed as activators; AID 662; 71,000 tested, 2.5% active; CHO CRE-bla reporter (cAMP response element driving beta-lactamase), forskolin EC10, beta-lactamase ratio; active = well fitted activation curve with a large enough effect in the signal ratio, with a control signal flat, not every such curve was filed as active; inconclusive = small, poorly fitted or top-dose-only effect, or effect the other way, or a change in a side signal; the % refers to the signal ratio; note: potency is the fitted concentration of half-maximal effect; % of control where 0% means no effect
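Beta-lactamase reporter under a cAMP responsive element in CHO cells; compounds tested in titration series against EC10 NKH 477, 3 h at 37 °C. Read-out: CCF4 FRET ratio 460nm/530nm (excitation 405nm) giving %Activity, fitted to AC50.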
Luciferase inh: firefly luciferase inhibition. P08659. 72,000 tested, 2.2% active. purified firefly luciferase, luminescence, 8 min. Potency, µM (doses to about 57.1 µM), inactives show at the top dose activity change, negative = inhibition, hits mostly inhibitors; note: potency is the fitted concentration of half-maximal effect; % is set by controls: 0 for no effect and ±100 for the full control effect; nearly all actives have a fitted effect of over 40% in size
Target sequence (P08659 whole entry, looked up): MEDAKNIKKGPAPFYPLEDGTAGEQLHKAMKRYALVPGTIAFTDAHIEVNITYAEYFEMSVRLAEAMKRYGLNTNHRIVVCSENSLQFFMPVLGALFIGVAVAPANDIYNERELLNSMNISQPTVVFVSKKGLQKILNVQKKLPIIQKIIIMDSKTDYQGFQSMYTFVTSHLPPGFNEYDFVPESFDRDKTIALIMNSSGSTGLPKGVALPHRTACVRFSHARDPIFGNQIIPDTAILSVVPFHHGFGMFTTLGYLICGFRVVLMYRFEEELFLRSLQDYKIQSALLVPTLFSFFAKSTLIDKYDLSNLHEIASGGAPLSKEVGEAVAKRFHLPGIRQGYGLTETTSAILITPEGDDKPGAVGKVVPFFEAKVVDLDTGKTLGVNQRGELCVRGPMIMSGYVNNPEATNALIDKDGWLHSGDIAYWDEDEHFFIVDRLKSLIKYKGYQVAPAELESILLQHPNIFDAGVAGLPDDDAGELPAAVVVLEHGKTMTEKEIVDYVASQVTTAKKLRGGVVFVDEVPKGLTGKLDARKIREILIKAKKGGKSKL
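Here, luciferase activity is measured as luminescence following an 8 min room-temperature reaction at 10 uM ATP, pH 7.2. Every library sample is titrated.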
Texas Red fluor: compounds fluorescent in Texas Red spectral region; 59,000 tested, 0.06% active; AID 587; max dye-equivalent concentration, M; Compound fluorescence, Texas Red channel, 547/618 nm; stronger effect = higher value; in the data active = max dye-equivalent concentration above about 10 nM; inconclusive = between about 1.1 nM and that limit
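qHTS profiling of intrinsic compound fluorescence; 100 mM Tris pH 8.0; 15 min RT; ex 547 / em 618 nm; response expressed as Texas Red dye-equivalent concentration from six-point plate standard.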
ERK AVP block: blocks ERK signaling stimulated by vasopressin; Potency, µM (top dose mostly 57.5 µM), for the others: at the highest dose activity, negative = inhibition, usual class: inhibitors; 72,000 tested, 0.99% active; HEK293-V1b, vasopressin-stimulated pERK AlphaScreen; note: potency is the fitted concentration of half-maximal effect; % is set by controls: 0 for no effect and ±100 for the full control effect; nearly all actives have a fitted effect of over 55% in size
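V1b-HEK293 cells; cpd 30 min 37C; 25 nM vasopressin 5 min; lyse 10 min; AlphaScreen beads 5 hr RT. Normalized to DMSO basal and 25 nM vasopressin; AC50 by Hill fit.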
Epigenetic mod: derepresses silenced GFP locus in mouse C127i cells. 68,000 tested, 0.09% active. mouse C127i GFP locus derepression, cytometry, 30 h. Potency, µM (doses to about 46.1 µM), without a hit: at the highest dose GFP derepression (activation); note: % of control where 0% means no effect
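Murine C127i mammary cells carrying a silenced, stably integrated CMV-driven GFP reporter were treated with compound for 30 hours at 37 C. After PBS washes, GFP-positive cells were counted by laser-scanning microplate cytometry.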
Fluorescein autfl: compound autofluorescence in fluorescein spectral region. Compound autofluorescence, 480/540 nm, fluorescein-equivalent; stronger effect = higher value. max fluorescein-equivalent concentration, M. 59,000 tested, 0.91% active. AID 593; in the data active = max fluorescein-equivalent concentration above about 10 nM; inconclusive = between about 1.1 nM and that limit
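Fluorescein stocks ranging 3 mM down to 300 nM, plus DMSO blanks, were pinned alongside compounds to build a per-plate standard curve. Buffer: 100 mM Tris, pH 8.0. Incubation 15 min, room temperature; filters 480/540 nm.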
A350 autofl: compounds fluorescent in Alexa 350 spectral region; AID 590; Compound autofluorescence, 340/450 nm, Alexa 350 dye-equivalents; stronger effect = higher value; 59,000 tested, 11% active; max dye-equivalent concentration, M; in the data active = max dye-equivalent concentration above about 10 nM; inconclusive = mostly about 1.1 nM to 9.6 nM
HBB splicing: alters splicing of the hemoglobin beta chain; HBB splicing reporter cell assay, activation; EGFP reporter with mutant IVS2-654 intron; response scale: normalised to 500 nM splice-correcting PNA; Potency, µM (doses to about 46.1 µM), inactives show at the top dose activation, usual class: activators; 65,000 tested, 0.06% active; note: potency is the fitted concentration of half-maximal effect; 0% is about no effect
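HeLa cells stably expressing EGFP interrupted by mutant beta-globin intron 2 (IVS2-654), 500/well in 2% FCS. Treated with compound for 2 days at 37C. Splicing correction scored as total well GFP intensity (488 nm excitation, 500-520 nm emission); 500 nM antisense PNA served as control.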
UbGFP stabilizer: proteasome inhibitors stabilizing ubiquitin-GFP reporter | AID 526 | 67,000 tested, under 10 active | Ubiquitin-GFP reporter cells, proteasome inhibition, GFP fluorescence; response scale: untreated = 0%, 10 µM MG-132 = 100% | Potency, µM (highest dose often 45.9 µM), for inactives: at the top dose activation (GFP accumulation), actives largely listed as activators; active = well fitted activation curve with a large enough effect, not every such curve was filed as active; inconclusive = small, poorly fitted or top-dose-only effect, or another doubt; inactive = no such curve, though single readings can be large or run the other way; note: potency is the fitted concentration of half-maximal effect
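U2OS cells stably expressing ubiquitin(G76V)-GFP, seeded overnight in 0.5% FBS medium, were exposed to compounds (qHTS, 46 uM to 2.9 nM) for 4 hr at 37 °C. GFP-positive cells were counted by laser cytometry (488 ex/515 em), normalized between basal and 10 uM MG-132.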
Starred values were filed as active, the others as inactive; i = inactive; ? = inconclusive; nt = no result given; ! = repeats disagree; [ ] = dose if it differs, or a comment. Unless noted, calls come from the whole dose curve; as a rule, active = well fitted curve in the direction sought with a large enough effect; inconclusive = small, poorly fitted or top-dose-only effect, or another doubt; inactive = no such curve, though single readings can be large; an effect the other way counts as inactive or inconclusive. These rows are one share of the data; rates above refer to the full screens.

Structure | CRE Fsk mod | Fluorescein autfl | Epigenetic mod | UbGFP stabilizer | ERK AVP block | Texas Red fluor | 4-MU autofl | Hsp90 Hop PPI | A350 autofl | HBB splicing | Luciferase inh
COc1ccccc1OCC(=O)N(Cc1nc(-c2ccc(Cl)cc2)no1)C(C)C | ? | nt | nt | -8% | ? | nt | nt | -4%[2.3 µM] | nt | -1.2% | 1%
CC(C)NS(=O)(=O)c1ccc(OCC(=O)Nc2ccc3c(c2)OCCO3)cc1 | -8% | ? | 0% | 0% | -19% | i | i | -1% | i | 0.2% | 3%
CC1=[N+]([O-])C(N2CCOCC2)C(O)(c2ccccc2)C1 (stereo unspecified) | 0% | ? | 0% | 0% | -10% | i | i | -1% | i | nt | 1%
CCc1c(C)nc(N)n2c(SCC(=O)N3CCN(c4ccccc4OC)CC3)nnc12 | 2% | i | 1% | -1% | -6% | i | i | -1% | i | -0.3%[57.5 µM] | 2%
COc1cc2c(cc1OC)CN(C(=O)CSc1nc(N)c(C#N)cc1C#N)CC2 | ? | 1.9e-08M* | 0% | -2% | ? | ? | 1.5e-08M* | 1% | 2.2e-08M* | -0.6%[57.5 µM] | 2%
COc1ccc(-c2noc(CCCC(=O)NCCc3ccccc3)n2)cc1OC | 10% | i | -3% | -10% | 3% | i | i | -3% | i | 2.5% | 0%
C=C(C)Cn1c(CCNC(=O)CC)nc2ccccc21 | -2% | i | 0% | 8% | 14% | i | i | 2% | i | -0.9% | 2%
CC(C)Cn1c(N)c(S(=O)(=O)c2cccs2)c2nc3ccccc3nc21 | ? | i | 2% | -1% | -12% | i | 2e-06M* | 3% | 3.1e-06M* | -0.3%[57.5 µM] | -1%
Cc1ccc(C)c(C(C)NC(=O)C2C3CCC(O3)C2C(=O)O)c1 (stereo unspecified) | ? | i | 2% | -3% | -2% | i | ? | 0% | i | 1.6% | 0%
Cc1onc(-c2ccccc2)c1C(=O)N1CCN(C/C=C/c2ccccc2)CC1 | -7% | nt | nt | -6% | ? | nt | nt | -4%[2.3 µM] | nt | -1.5% | 3%
CCOC(=O)c1oc2ccccc2c1NC(=O)c1cccc(OC)c1OC | 4µM* | i | -3% | 11% | 1% | ? | 2e-08M* | ? | 2e-08M* | 3.7% | -2%
O=S(=O)(c1ccc(OCC(O)CN2CCc3ccccc3C2)cc1)N1CCOCC1 (stereo unspecified) | -10% | ? | -2% | 2% | -9% | i | i | -3% | i | 1.1%[57.5 µM] | 0%
Cc1ccc(-c2cnc(N)n2C)cc1C | -3% | ? | 1% | 5% | 3% | i | ? | -12% | 1e-08M* | 0.0% | -3%
CCOc1ccc(NCC(=O)Nc2ccc(C)cc2C)cc1 | -11% | i | 8% | -2% | -10% | i | i | -13% | i | 6.8% | 2%
NC(=O)c1ccc(N2CCCCC2)c(N2C(=O)CCC2=O)c1 | -2% | nt | 0% | 6% | -13% | nt | nt | -5% | nt | -1.1%[9.22 µM] | -1%
COc1cc(-c2nc3cnccn3c2Nc2ccccc2)ccc1O | ? | nt | nt | 9% | nt | nt | nt | -3% | nt | 0.1% | 0%
Cc1sc(NC(=O)CSc2nnc(COc3ccccc3)n2C)c(C#N)c1C | -3% | i | 0% | -4% | -7% | i | i | -1% | i | nt | 7%
COc1ccc(S(=O)(=O)NCCC(=O)NC2CCCCCCC2)cc1 | -5% | i | 2% | 1% | 12% | i | ? | 0% | ? | -3.3%[57.5 µM] | 2%
O=C(Nc1nsc(-c2ccccc2)n1)c1ccncc1 | -5% | ? | 1% | 3% | 4% | i | i | -1% | i | -2.9% | -29%
CCOc1ccccc1N1CCN(c2nc3ccccc3nc2C(C#N)C(=O)OC)CC1 (stereo unspecified) | nt | ? | ? | nt | nt | i | ? | nt | ? | nt | -1%[25.5 µM]
Cn1nc(OCC(N)=O)ccc1=O | 0% | i | -1% | 3% | -4% | ? | i | -2% | i | nt | 3%
Cc1cccc(NC(=O)C2CCCN(c3nc(C)cc(C)n3)C2)c1 (stereo unspecified) | -4% | i | 0% | 4% | -22% | i | i | 4% | i | nt | 3%
CC(=O)Nc1ccc(S(=O)(=O)NC(CC(=O)O)c2ccc(OC(C)C)cc2)cc1 (stereo unspecified) | -4% | i | 0% | 1% | 0% | i | i | -1% | i | 0.2% | 2%
O=C(CSc1nnc2sc3ccccc3n12)c1ccco1 | ? | ? | 0% | 0% | -9% | ? | i | -1% | i | -0.4% | 16µM*
O=C(CCc1nc2ccccc2[nH]1)NCc1ccc2c(c1)OCO2 | -7% | nt | -2% | -7% | 0% | nt | nt | -3% | nt | 1.3% | 0%
CCOC(=O)c1cn(CC)c2cc(N3CCOCC3)c(F)cc2c1=O | ? | nt | -2% | -1%[9.17 µM] | -8% | nt | nt | -12%[11 µM] | nt | 0.4%[0.0738 µM] | 1%
CC(=O)O[C@]1(C(C)=O)CC[C@H]2[C@@H]3C=C(C)C4=CC(=O)CC[C@]4(C)[C@H]3CC[C@@]21C | nt | i | 0%[20.6 µM] | nt | nt | i | i | nt | i | nt | -2%[25.5 µM]
O=C(NCc1nc2ncc(Br)cc2[nH]1)c1ccccc1 | -9% | i | 27% | -1% | 7% | i | i | -1% | i | 0.1%[57.5 µM] | 4%
Cn1c(=O)n(C)c2cc(S(=O)(=O)NCc3ccccc3)ccc21 | ? | i | -3% | 30% | -11% | i | i | -4% | i | -0.6% | 2%
CCC(C)c1ccc2oc(-c3ccc(NC(=O)Cn4cnc5c(=O)n(C)c(=O)n(C)c54)cc3)nc2c1 (stereo unspecified) | -1% | i | 3% | 2% | 27% | i | i | -6% | i | 9.3% | -19%
Cc1nnc(SCC(=O)N2CCOCC2)s1 | -11% | ? | 3% | -7% | -7% | i | i | -1% | i | -0.4% | 3%
N#Cc1c2ncn(CC(=O)c3ccc(Br)cc3)c(=O)c2c2n1CCC2 | -1% | ? | 4% | 1% | 1% | i | i | -2% | i | -4.1%[57.5 µM] | 2%
COc1cc(C(N)=O)ccc1OCc1ccccc1 | 2% | i | 0% | -7% | -24% | i | i | 0% | i | -0.7% | -4%
CCCCn1nc(C(=O)N2CCc3ccccc32)c2ccccc2c1=O | ? | i | -5% | -7% | -7% | i | i | 4% | i | -1.7%[57.5 µM] | -3%
N#Cc1c(N)nc(N2CCCC2)c(C#N)c1-c1ccc(Cl)cc1 | 21% | i | -2% | -1% | 28% | i | 2.9e-07M* | 6% | 2.9e-07M* | 0.0% | -1%
N#CCCn1c(=O)c(-c2ccc(F)cc2)nc2cnc(Oc3cccc(Cl)c3)nc21 | ? | i | 0%[9.22 µM] | 3% | -11% | i | 1.3e-08M* | -3% | 1.7e-08M* | 1.5% | 1%[11.4 µM]
CCOc1ccccc1C(=O)NCc1ccco1 | -9% | i | -3% | 2% | -5% | i | i | -4% | i | nt | 0%
N[C@H](C(=O)N[C@@H]1C(=O)N2C(C(=O)O)=C(Cl)CS[C@@H]12)c1ccccc1 | 14%[17.1 µM] | ? | -2%[20.6 µM] | -5%[20.5 µM] | 8%[25.7 µM] | ? | 3.3e-08M*! | -2%[26 µM] | 2.9e-08M*! | 0.9%[20.6 µM] | -1%[25.5 µM]
Cc1ccc(NC(=O)CCn2c(=O)oc3ccccc32)c(C)c1 | -19% | i | 12% | 16% | 10% | i | i | -6% | i | -2.1% | 0%
CC(C)(C)NCC[C@@H](O)c1cc(C(F)(F)F)nc2c(C(F)(F)F)cccc12 | 5%[7.6 µM] | ? | 3%[9.22 µM] | -1%[9.17 µM] | -9%[11.5 µM] | i | i | -2%[11 µM] | i | 0.8%[9.22 µM] | 3%[11.4 µM]
CCOC(=O)C(C)Sc1nc2c(c(=O)[nH]c(=O)n2C)n1Cc1ccc(Cl)cc1 (stereo unspecified) | ? | nt | nt | 4% | nt | nt | nt | -4% | nt | 0.4% | 0%
N#CCCn1c(SCC(=O)NCCc2ccc(F)cc2)nc2ccccc21 | -5% | ? | 0% | -1% | 1% | ? | i | 0% | i | -0.3%[57.5 µM] | 0%
CCC(=O)Nc1ccc2c(c1)nc1n2CCSC1 | 8% | ? | 0% | nt | -5% | i | i | -2% | i | 5.4%[0.369 µM] | -7%
COc1ccccc1NC(=O)CSc1nnc(-c2ccncc2)n1CC1CCCO1 (stereo unspecified) | 11% | ? | 0% | 23% | 12% | i | i | 1% | i | -1.5% | 1%
O=C1C2C3C=CC(C3)C2C(=O)N1CCCCN1C(=O)C2C3C=CC(C3)C2C1=O (stereo unspecified) | 4% | i | 3% | 5% | -18% | i | i | 0% | i | 1.7% | 2%
Cc1ccc2nc3c(cc(C(=O)NCCCn4ccnc4)n3C)c(=O)n2c1 | ? | ? | 0% | 4% | 6% | i | ? | -3% | ? | -1.1% | -7%
